Screening data (PubChem)
NCOA1 inh – SRC1 coactivator transcriptional activity inhibitors, primary screen, cell-based, luminescence; AID 588354, 2011; HEK293 GAL4-SRC1 luciferase reporter; Nuclear receptor coactivator 1 (Homo sapiens), Q15788; inhibition, % at 3.6 µM; 360,000 tested, 0.12% active;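 active means inhibition above the campaign mean plus 3 SD, with each screening campaign given its own cutoff, cut at about 60% in these data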;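 further: 0% = DMSO treated cells and 100% = gossypol at 36 µM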
MC4R barr agon – MC4R agonists recruiting beta-arrestin, primary screen, cell-based, luminescence, agonist arm of biased-ligand search. Melanocortin receptor 4 (Homo sapiens), P32245. U2OS MC4R beta-arrestin complementation; percent of melanotan II response, DMSO zero. activation, % at 8.9 µM. 360,000 tested, 0.98% active. AID 540308, 2011;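 active means activation above a per-plate cutoff, the mean activation of sample wells on that plate plus 3 SD, cut at about 8% in these data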
MC4R antagonist – MC4R antagonists of cAMP signaling, primary screen, cell-based, TR-FRET, antagonist arm of biased-ligand search | 360,000 tested, 0.48% active | inhibition, % at 6.5 µM | MC4R-expressing cells, MTII-stimulated cAMP, LANCE TR-FRET | AID 540295, 2011;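 active means inhibition above its plate's cutoff, the mean of tested wells on that plate plus 3 SD, cut at about 29% in these data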;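 further: 0% = Melanotan II alone and 100% = Melanotan II plus saturating MCL0020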
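Material: human MC4R-expressing U2OS cells. Probe or stimulus: Melanotan II challenge. Dosing: 6.5 µM single dose. Times: 30-min compound, 1-h challenge, 1-h detection, room temperature. Technique: TR-FRET with Eu-cAMP and labeled anti-cAMP, 671 nm. Replication: singlicate.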
NCOA2 inhibitor – inhibition of GAL4-SRC2 driven luciferase reporter, primary screen, SRC2 inhibitor project, cell-based, luminescence; Nuclear receptor coactivator 2 (Homo sapiens), Q15596; HEK293 GAL4-SRC2 luciferase reporter; inhibition, % at 9 µM; 370,000 tested, 0.17% active; AID 651957, 2012;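 active means inhibition above the mean inhibition of all tested compounds plus 3 SD, set per campaign, cut at about 52% in these data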;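 further: 0% = DMSO treated cells and 100% = cells given Gossypol at 36 µM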
TLR9-MyD88 block – inhibitors of TLR9-MyD88 association in cells, primary screen, cell-based, CHO, BLA complementation, fluorescence. Toll-like receptor 9 (Homo sapiens) + Myeloid differentiation primary response protein …. CCF4 FRET ratio. inhibition, % at 4.98 µM. 340,000 tested, 0.21% active;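 active means inhibition above the mean over all tested compounds plus 3 SD, cut at about 21% in these data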;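 further: 0% = DMSO only wells and 100% = clavulanate BLA inhibitor control wells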
SRC3 inh – SRC3 coactivator transcriptional activity inhibitors, primary screen, cell-based, luminescence; Nuclear receptor coactivator 3 (Homo sapiens), Q9Y6Q9; HEK293 GAL4-SRC3 luciferase reporter; inhibition, % at 3.6 µM; 360,000 tested, 0.17% active; AID 588352, 2011;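 active means inhibition above a per-campaign cutoff, the mean of all compounds plus 3 SD, cut at about 60% in these data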;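 further: 0% = DMSO-treated cells and 100% = gossypol-treated cells at 36 µM; higher means less SRC3-driven luciferase light from the GAL4 reporter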
ABHD5 PLIN5 PPI – ABHD5-PLIN5 interaction inhibitors, primary screen, cell lysate, split luciferase complementation, luminescence. Perilipin-5 (Homo sapiens) + 1-acylglycerol-3-phosphate O-acyltransferase ABHD5 (Homo …. AID 602281, 2012. inhibition, % at 4 µM. 360,000 tested, 0.78% active. Split G. princeps luciferase complementation, 4 h;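 active means inhibition above the mean inhibition across every tested compound plus 3 SD, cut at about 22% in these data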;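 further: 0% = DMSO only wells and the 100% control is not disclosed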
NOD2 RIPK2 PPI – NOD2-RIPK2 binding disruptors in cells, primary screen, fluorescence, CHO cells, BLA complementation | CCF4 ratio | inhibition, % at 4.98 µM | 360,000 tested, 0.38% active; in the data active means inhibition above about 21%;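 further: 0% = vehicle only and 100% = reference blocker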
NR2F2 inh – NR2F2 transcriptional activity inhibitors, primary screen, cell-based, luciferase reporter, HEK293T, luminescence. COUP transcription factor 2 (Homo sapiens), P24468. HEK293T NGFI-A luciferase reporter. inhibition, % at 8.6 µM. 370,000 tested, 0.7% active. AID 686940, 2013;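 active means inhibition above a per-plate cutoff, mean inhibition of test wells between control levels plus 3 SD, cut at about 38% in these data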;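 further: cells cotransfected with COUP-TFII expression vector driving the NGFI-A reporter; 0% = median of COUP-TF2 test wells and 100% = reporter-only cells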
Target sequence (P24468 whole entry, looked up): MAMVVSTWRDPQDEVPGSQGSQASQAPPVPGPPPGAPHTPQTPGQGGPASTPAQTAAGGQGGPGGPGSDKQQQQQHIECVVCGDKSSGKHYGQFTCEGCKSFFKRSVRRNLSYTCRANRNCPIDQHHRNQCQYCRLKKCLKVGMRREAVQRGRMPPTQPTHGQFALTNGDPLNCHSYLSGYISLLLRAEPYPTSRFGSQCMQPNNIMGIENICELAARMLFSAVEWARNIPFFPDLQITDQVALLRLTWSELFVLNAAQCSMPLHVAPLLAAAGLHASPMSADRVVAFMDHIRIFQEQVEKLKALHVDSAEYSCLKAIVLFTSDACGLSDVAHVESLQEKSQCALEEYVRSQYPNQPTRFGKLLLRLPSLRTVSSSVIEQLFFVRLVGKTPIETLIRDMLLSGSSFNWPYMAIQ
LMP1 NFkB inh – EBV LMP1-driven NF-kappaB luciferase reporter inhibitors, primary screen, cell-based, luminescence, single point; LMP1-induced NF-kappaB luciferase reporter cells; inhibition, % at 12.5 µM; 350,000 tested, 0.69% active; AID 504558, 2011; in the data active means inhibition above about 41%;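 further: 0% = neutral control wells and 100% = reference inhibitor control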
LRH-1 inv ag – LRH-1 (NR5A2) inverse agonists, primary screen, cell-based, luminescence, HEK293T, StAR-luciferase reporter; AID 602396, 2012; 360,000 tested, 0.13% active; inhibition, % at 3.6 µM; Nuclear receptor subfamily 5 group A member 2 (Homo sapiens), O00482; LRH-1 transfected, 24 h;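 active means inhibition above the mean inhibition of all tested compounds plus 3 SD, cut at about 73% in these data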;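 further: 0% = DMSO wells and 100% = reporter-only cells lacking LRH-1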
Target sequence (O00482 whole entry, looked up): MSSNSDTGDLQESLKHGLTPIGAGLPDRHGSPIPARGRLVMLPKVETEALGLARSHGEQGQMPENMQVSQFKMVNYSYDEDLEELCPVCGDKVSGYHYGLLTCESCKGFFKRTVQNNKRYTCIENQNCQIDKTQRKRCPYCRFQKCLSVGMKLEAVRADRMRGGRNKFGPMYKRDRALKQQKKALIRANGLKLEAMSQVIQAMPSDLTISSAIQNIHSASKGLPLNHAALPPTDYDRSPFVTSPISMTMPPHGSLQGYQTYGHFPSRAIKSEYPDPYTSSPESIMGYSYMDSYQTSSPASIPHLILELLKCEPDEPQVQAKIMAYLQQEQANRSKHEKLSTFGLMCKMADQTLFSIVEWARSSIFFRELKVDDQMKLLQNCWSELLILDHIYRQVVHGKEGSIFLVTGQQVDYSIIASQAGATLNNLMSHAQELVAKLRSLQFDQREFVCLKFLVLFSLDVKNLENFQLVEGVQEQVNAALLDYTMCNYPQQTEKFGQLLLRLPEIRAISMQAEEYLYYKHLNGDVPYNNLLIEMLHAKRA
* hit, by the source's call; . = no result given. Not all compounds are listed; rates above refer to the full screens.

SMILES	NCOA1 inh	MC4R barr agon	MC4R antagonist	NCOA2 inhibitor	TLR9-MyD88 block	SRC3 inh	ABHD5 PLIN5 PPI	NOD2 RIPK2 PPI	NR2F2 inh	LMP1 NFkB inh	LRH-1 inv ag
COc1ccc(CNC(=O)C/C(C)=N/NC(=O)Cc2ccc(OC)cc2)cc1	4	-1.2	20	-15	4	12	4	-9	4	-2	12
CN(C(=O)COC(=O)c1ccc(Br)c(S(=O)(=O)N2CCOCC2)c1)C1CCCCC1	-9	-1.4	11	5	-1	15	4	2	19	4	-6
O=C(O)CCCNC1=NCCC1	-7	1.3	9	0	-7	12	5	-16	-8	-3	-5
Cc1ccc(SCc2c(C(=O)N/N=C/c3ccccc3)nnn2-c2nonc2N)cc1	3	2.1	5	22	-10	23	-4	-9	-7	-6	-5
CC(C)[C@H](NC(=O)c1cccc(S(=O)(=O)N2CCOCC2)c1)C(=O)NCc1ccc(F)cc1	-2	-0.8	4	8	-5	-7	-1	-15	-4	1	18
CCCCCCN=C(C)C1=C(O)C(C(=O)OC)C(C)(C)CC1=O (configuration not stated)	10	-1.4	4	-5	5	2	0	-17	0	5	12
COc1ccc(C(=O)Nc2cc(C)on2)c(OC)c1	-126	2.2	-2	-44	4	-113	-6	-3	-49	-20	-153
CCc1nccn1C(=O)c1cnn2c(C(F)F)cc(-c3ccc(C)cc3)nc12	0	-2.7	3	-22	5	-13	4	-2	-18	-7	7
Cc1cc(C)nc(NC(=O)CCN2C(=O)c3ccccc3S2(=O)=O)n1	-28	-2.6	-5	-6	2	10	0	4	9	-4	2
O=C(Nc1cccc(S(=O)(=O)NC2=NCCC2)c1)C1CCC1	-14	-2.7	3	-50	-1	-10	-1	3	6	2	-7
COC(=O)CSc1nnc(CNC(=O)c2ccccc2F)n1-c1ccccc1	-4	-1.7	6	10	2	7	-3	-4	-14	6	15
CCOC1(OCC)OC(c2ccccc2)=C(C#N)C(C=Cc2ccccc2)C1(OCC)OCC (configuration not stated)	28	-2.6	17	4	0	28	3	-2	-10	-25	4
CC(=O)NS(=O)(=O)c1ccc(NC(=O)C2c3ccccc3Oc3ccccc32)cc1	-14	1.0	-10	18	-1	18	0	-10	14	-5	-2
O=C1NC(=O)C(Cc2ccc(O)cc2)N1 (configuration not stated)	4	-0.9	7	2	-12	17	-5	-13	-3	2	5
COc1cc(NC(=S)Nc2cccnc2)cc(OC)c1OC	0	-2.3	7	-25	-4	14	-5	-2	1	-1	11
NS(=O)(=O)c1ccc(CCNC(=O)CCc2nc3sc4c(c3c(=O)[nH]2)CCCC4)cc1	-18	-0.2	8	-17	-1	-4	-3	-1	-10	9	-13
Cc1c(-c2nc(-c3ccc(C(C)(C)C)cc3)no2)n(C)oc1=O	-97	2.4	8	-75	0	-94	-6	8	-48	6	-162
Cc1ccc(NC(=O)c2cccc(S(=O)(=O)N3CCc4ccccc4C3)c2)nc1	2	-3.0	-1	-24	-5	5	3	-3	-11	-5	-9
COc1ccc2c(c1OC)C(=O)N(C(C)C(=O)O)C2=O (configuration not stated)	-3	-1.1	-2	19	-8	13	0	5	10	5	8
CN(C(=O)COC(=O)C1(C)CC1(Cl)Cl)c1c(N)n(Cc2ccccc2)c(=O)[nH]c1=O (configuration not stated)	2	0.0	11	-4	-6	10	-7	-4	-9	3	-3
Cc1nc(C)c(-c2ccn(C(=O)NC(C)C)n2)s1	-41	-0.9	-3	-12	-9	0	-3	-1	5	5	19
COC(=O)CCC(=O)NC(=S)Nc1ccccc1F	-9	-1.2	17	13	-6	-13	-3	-1	-6	-19	-9
O=C(Nc1cccc2ccccc12)c1ccc2sc([C@@H]3O[C@H](CO)[C@H](O)[C@H](O)[C@H]3O)nc2c1	11	1.3	1	-8	.	7	17	-10	-19	.	10
CC(C)C(NC(=O)CN(c1cccc(F)c1)S(C)(=O)=O)C(C)C	-5	-2.8	4	11	-2	-2	-14	-1	-20	-11	12
Cc1c(NC(=O)c2cc(-c3ccc(F)cc3)nc3ccccc23)c(=O)n(-c2ccccc2)n1C	0	2.1	12	-6	8	3	4	10	10	3	17
(list continues)
SMILES	NCOA1 inh	MC4R barr agon	MC4R antagonist	NCOA2 inhibitor	TLR9-MyD88 block	SRC3 inh	ABHD5 PLIN5 PPI	NOD2 RIPK2 PPI	NR2F2 inh	LMP1 NFkB inh	LRH-1 inv ag
Cc1ccc(S(=O)(=O)CS(=O)(=O)c2ccc(C)cc2)cc1	1	-0.8	7	-9	-9	-6	-14	3	14	-6	-6
CCOC(=O)c1ccc(N/C=C/C(=O)c2ccccc2)cc1	-71	-0.9	7	-20	-3	-85	-3	-4	-45	-43	-92
COc1ccc(Cc2c(-c3ccc(F)cc3)nc3c4ccccc4ccn23)c(C)c1	-20	.	.	-24	.	-34	-1	-2	-25	.	0
COc1ccc(CC(NC(=O)c2ccccc2)C(=O)NCC(=O)O)cc1 (configuration not stated)	-2	-1.0	7	-15	4	5	8	2	-33	-5	3
CCOc1ccc2c(c1)/C(=N/N1C(=O)c3ccccc3C1=O)C(=O)N2	-7	-2.4	-1	-19	-4	4	-5	1	-5	-6	-4
O=C(c1cnn2c(C(F)(F)F)cc(-c3ccc4c(c3)OCO4)nc12)N1CCCCC1	-37	-1.2	2	-8	0	-33	3	9	-2	2	18
CN(c1ccccc1)S(=O)(=O)c1ccc(C(=O)Nc2nccs2)cc1	9	5.8	11	5	-12	-4	-6	-6	10	1	11
Nn1c(SCc2ccc(F)cc2)nnc1-c1cccnc1	5	1.3	-3	-20	-6	-19	-4	5	12	0	10
O=C(NCCc1ccccc1)C1CCN(C2CCN(Cc3ccc(CO)o3)CC2)CC1	-3	0.5	10	10	-12	3	3	-5	13	-11	-16
COc1ccc(CSc2ccc(S(=O)(=O)N3CCCC3)cn2)cc1F	-6	-2.4	0	7	3	0	-10	-17	13	5	34
O=C(O)CN1C(=O)/C(=C\c2cc(Br)ccc2OCc2ccccc2Cl)SC1=S	-20	2.5	6	19	-2	10	-7	2	13	-11	-24
COc1ccc(CN2C[C@H](C)[C@@H](CC(=O)NCc3ccccc3)C2=O)cc1	-9	0.2	6	-5	0	-4	-2	0	1	0	5
COc1ccc(C)cc1NC(=O)CCCN1C(=S)NC(C)(C)CC1C (configuration not stated)	7	-4.2	3	-12	0	14	2	1	16	-6	-3
COc1ccc(Cl)cc1NC(=O)CN(C)C(=O)c1ccc2c(c1)OCCO2	-12	0.9	-3	-5	2	7	-2	-3	-9	1	26
COc1ccccc1NC(=O)N(C)C[C@H]1Oc2ncc(C#CCN(C)C)cc2C(=O)N([C@H](C)CO)C[C@H]1C	-15	-1.7	11	.	-7	-9	-4	-5	.	3	-4
CCNc1ccc(C(=O)OCC)cc1NC(=O)c1cccc(N(C)C)c1	1	1.2	-26	18	3	4	6	-2	-14	12	10
COc1ccc(-c2ccc3c(c2)[C@@H]2C[C@H]4[C@@H](C(=O)N2CC3)[C@H](C)ON4C)cc1	6	0.1	5	9	8	4	6	2	0	-8	-3
Cc1ccc(OCC(=O)Nc2ccccc2Sc2ccc(Cl)cc2)c([N+](=O)[O-])n1	-6	-0.4	1	-1	-5	14	-7	-11	-3	2	9
COc1ccc(N2Cc3ccccc3C2)cc1Cl	-30	-0.2	0	-13	-3	6	1	-11	-12	0	-10
CC(C)[C@H](NC(=O)[C@@H]1Cc2ccccc2CN1C(=O)OC(C)(C)C)C(=O)NC1CCCC1	-16	0.1	2	-6	-11	-8	3	-11	-8	2	-13
CN(C)C(=O)CCc1ccc2c3c([nH]c2c1)[C@]1(C)[C@@H](C(=O)N2CCCCC2)C[C@H](CC(=O)NCC24CC5CC(CC(C5)C2)C4)C(=O)N1CC3	-9	-1.7	20	27	-4	6	4	-1	-3	-12	10
O=C(/C=C/Nc1ccc(F)c(Cl)c1)c1ccccc1	-87	0.6	7	-38	0	-139	11	3	-16	-48	-67
O=C(c1cccc2c1C(=O)N(Cc1cccnc1)C2)N1CCN(c2ccccc2)CC1	-12	-1.9	6	-16	8	14	0	11	15	1	-11
COc1ccc(C)c2sc(NC(=O)c3cccc(N4C(=O)CCC4=O)c3)nc12	-8	-1.0	-4	-4	-1	5	12	22*	-6	-18	1
CC(=O)c1c(C)nn(CC(=O)NC2CCCN(Cc3ccc(CC(C)C)cc3)C2)c1C (configuration not stated)	7	-3.5	1	12	-9	-4	3	6	12	1	22
Other compounds:
SMILES	NCOA1 inh	MC4R barr agon	MC4R antagonist	NCOA2 inhibitor	TLR9-MyD88 block	SRC3 inh	ABHD5 PLIN5 PPI	NOD2 RIPK2 PPI	NR2F2 inh	LMP1 NFkB inh	LRH-1 inv ag
COc1ccc(OCC(O)CNC(=O)Nc2cc(F)ccc2C)cc1 (configuration not stated)	-8	-0.2	1	0	2	5	7	-10	3	3	5
Cc1ccc(CN2CCN(CC(=O)N3CCC(C(N)=O)CC3)C2=O)cc1	-9	0.6	15	11	-9	-5	-8	-3	16	-11	-11
CCc1nnc(NC(=O)c2cccc(S(=O)(=O)N3CC(c4ccccc4)CC3=O)c2)s1 (configuration not stated)	5	-1.0	-2	-13	1	0	2	5	-15	2	-3
Cc1ccccc1C(=O)NC1CCN(CC(=O)NC2CCCCC2)CC1	2	-0.8	-1	-24	-3	-4	1	-1	-1	-8	-3
COc1ccccc1-n1c(SCC(N)=O)nnc1-c1ccccc1	-12	0.5	5	14	-2	7	4	9	9	-11	3
CCCn1c(SCC(=O)NCCCN2CCCC2=O)nc2ccccc2c1=O	-16	-0.5	6	13	-7	15	6	-11	3	-6	17
CC(=O)Nc1ccc(N2C(=O)C3C4C=CC(CC4)C3C2=O)cc1 (configuration not stated)	-16	-2.0	5	-13	-1	11	-1	-11	-6	0	7
COC(=O)[C@]12CCCCC=C1N(Cc1ccccc1)C(=O)[C@H](CC(=O)N1CCN(C(=O)c3ccco3)CC1)C2	.	.	.	5	.	.	9	-3	9	.	9
C=CCNC(=O)Cn1nnc(-c2ccc(-c3ccc(OC)cc3)cc2)n1	-140	1.4	0	-38	-3	-85	-3	-7	-48	-16	-23
Cc1cc(C(=O)CN2C(=O)C(=O)N(Cc3ccco3)C2=O)c(C)n1CCc1ccccc1	8	-2.1	7	21	-1	-5	0	-2	4	0	-27
